RXFP1 antagonist: RXFP1 (human) relaxin receptor antagonism | 350,000 tested, 0.59% active | HEK293-RXFP1, relaxin-stimulated cAMP HTRF, 30 min; stronger effect = lower value | Q9HBX9 | activity change, negative = inhibition, % at 57.5 µM;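 active = activity change of -60% or lower, but not beyond a set lower limit; inconclusive = change between -60% and -40%, or beyond the set limit; inactive = change above -40%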
Target sequence (Q9HBX9 whole entry, looked up): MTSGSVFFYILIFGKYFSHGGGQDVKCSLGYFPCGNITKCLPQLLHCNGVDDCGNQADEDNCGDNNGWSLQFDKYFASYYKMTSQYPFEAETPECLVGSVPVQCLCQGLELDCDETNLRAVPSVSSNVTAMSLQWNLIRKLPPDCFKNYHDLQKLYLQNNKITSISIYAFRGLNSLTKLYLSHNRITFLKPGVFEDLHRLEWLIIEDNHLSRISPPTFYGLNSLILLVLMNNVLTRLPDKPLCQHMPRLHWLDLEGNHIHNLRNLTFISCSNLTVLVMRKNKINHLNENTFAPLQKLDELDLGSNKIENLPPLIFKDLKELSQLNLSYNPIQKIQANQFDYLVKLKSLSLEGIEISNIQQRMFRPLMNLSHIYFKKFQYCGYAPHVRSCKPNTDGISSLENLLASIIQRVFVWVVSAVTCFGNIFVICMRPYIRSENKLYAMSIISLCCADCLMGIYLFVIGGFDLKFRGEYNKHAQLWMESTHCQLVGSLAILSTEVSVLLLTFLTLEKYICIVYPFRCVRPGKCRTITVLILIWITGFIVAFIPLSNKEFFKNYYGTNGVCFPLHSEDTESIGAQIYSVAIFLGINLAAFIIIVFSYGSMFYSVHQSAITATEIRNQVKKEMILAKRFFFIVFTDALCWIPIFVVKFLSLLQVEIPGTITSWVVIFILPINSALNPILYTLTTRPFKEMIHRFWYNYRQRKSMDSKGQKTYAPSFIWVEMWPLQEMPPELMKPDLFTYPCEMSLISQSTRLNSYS
An asterisk follows results filed as active; ? = inconclusive. % is scaled to controls: 0 for no effect and ±100 for the full control effect. A portion of the library; count on the stated rates, not on these rows.

Start of the data: the first 19 records, to show the layout:
RXFP1 antagonist	Molecule
0	N#CCC(=O)Nc1ccc(C(=O)OCC(=O)NC(=O)NCc2ccco2)cc1
17	CCCCc1ccc2nc(NC(=O)OC)[nH]c2c1
-2	Nc1ccc2c(c1)C1(CCC2)NC(=O)NC1=O (stereo not drawn)
?	O=C(/C=C/c1ccccc1)COC(=O)c1ccccc1
-9	CCCCCC(=O)N1C[C@H](O)[C@@H](n2cc(C3CC3)nn2)C[C@@H]1c1ccc(Cl)cc1
7	Brc1nc(-c2ccccc2)nc(-c2ccccc2)c1Br
1	COc1ccc(CNC(=O)C2CCC(=O)N(C3CCCCCC3)C2)c(OC)c1 (stereo not drawn)
2	COc1ccccc1CN1CCNC(=O)C1CC(=O)NCCCN1CCOCC1 (stereo not drawn)
-3	Cc1cccc(C(=O)Nc2ccc(C(=O)c3ccncc3)cc2)c1
0	CC1=C(C(=O)N(C)C)CC(CC(=O)NCCCN(C)C)C(=O)N1Cc1ccccc1 (stereo not drawn)
2	Cc1ccc(C(=O)Nc2cccnc2)cc1C
11	C[C@@H]1CCN(C(=O)[C@H](CCCN=C(N)N)NS(=O)(=O)c2cccc3c2NC[C@H](C)C3)[C@@H](C(=O)O)C1
-3	COc1ccc(NC(=O)COC(=O)c2ccc(S(=O)(=O)N3CCCCC3)cc2)c(OC)c1
-12	COc1cccc2cc(-c3cn4ccc(C)cc4n3)c(=O)oc12
3	COc1ccc(CCNC(=O)C(=O)c2cn(CC(=O)N3CCCC3)c3ccccc23)cc1
-4	Cc1ccc(Cl)c(NC(=O)COC(=O)c2nn(-c3ccccc3)cc2O)c1Cl
11	CC1Cc2nc(SCC(=O)N3CCCCC3)n(C)c(=O)c2S1 (stereo not drawn)
-5	CC1(C)Cc2c(sc(NC(=O)Cc3ccccc3)c2C#N)C(C)(C)N1
4	Cc1ccccc1S(=O)(=O)N(C)C[C@H]1OCc2cnnn2CCCC(=O)N([C@H](C)CO)C[C@H]1C

This part in full, previewed entries included:
RXFP1 antagonist	Molecule
0	N#CCC(=O)Nc1ccc(C(=O)OCC(=O)NC(=O)NCc2ccco2)cc1
17	CCCCc1ccc2nc(NC(=O)OC)[nH]c2c1
-2	Nc1ccc2c(c1)C1(CCC2)NC(=O)NC1=O (stereo not drawn)
?	O=C(/C=C/c1ccccc1)COC(=O)c1ccccc1
-9	CCCCCC(=O)N1C[C@H](O)[C@@H](n2cc(C3CC3)nn2)C[C@@H]1c1ccc(Cl)cc1
7	Brc1nc(-c2ccccc2)nc(-c2ccccc2)c1Br
1	COc1ccc(CNC(=O)C2CCC(=O)N(C3CCCCCC3)C2)c(OC)c1 (stereo not drawn)
2	COc1ccccc1CN1CCNC(=O)C1CC(=O)NCCCN1CCOCC1 (stereo not drawn)
-3	Cc1cccc(C(=O)Nc2ccc(C(=O)c3ccncc3)cc2)c1
0	CC1=C(C(=O)N(C)C)CC(CC(=O)NCCCN(C)C)C(=O)N1Cc1ccccc1 (stereo not drawn)
2	Cc1ccc(C(=O)Nc2cccnc2)cc1C
11	C[C@@H]1CCN(C(=O)[C@H](CCCN=C(N)N)NS(=O)(=O)c2cccc3c2NC[C@H](C)C3)[C@@H](C(=O)O)C1
-3	COc1ccc(NC(=O)COC(=O)c2ccc(S(=O)(=O)N3CCCCC3)cc2)c(OC)c1
-12	COc1cccc2cc(-c3cn4ccc(C)cc4n3)c(=O)oc12
3	COc1ccc(CCNC(=O)C(=O)c2cn(CC(=O)N3CCCC3)c3ccccc23)cc1
-4	Cc1ccc(Cl)c(NC(=O)COC(=O)c2nn(-c3ccccc3)cc2O)c1Cl
11	CC1Cc2nc(SCC(=O)N3CCCCC3)n(C)c(=O)c2S1 (stereo not drawn)
-5	CC1(C)Cc2c(sc(NC(=O)Cc3ccccc3)c2C#N)C(C)(C)N1
4	Cc1ccccc1S(=O)(=O)N(C)C[C@H]1OCc2cnnn2CCCC(=O)N([C@H](C)CO)C[C@H]1C
-14	CC(=NNC(=O)c1ccc(NS(=O)(=O)c2ccc(Br)cc2)cc1)c1cccnc1
-1	CC(=O)N(C)C[C@@H]1Oc2ncc(C#Cc3ccc(F)cc3)cc2C(=O)N([C@@H](C)CO)C[C@H]1C
11	COc1ccc(C(=O)NCC(=O)OCC(=O)NCc2ccc3c(c2)OCO3)cc1
-1	Nc1cc2c(cc1Br)-c1ccc(F)cc1C2O (stereo not drawn)
-25	CCn1c(C)cc(C(=O)COC(=O)c2cccnc2SC)c1C
-14	CC(=O)OC1CCC2(C)C(CCC3C2CC(=O)C2(C)C3CC(C(C(C)=O)C(C)=O)C2C(C)=O)C1 (stereo not drawn)
5	CCOC(=O)c1c(NC(=O)CN2C(=O)N(C)C3(CCCCC3)C2=O)sc(C(=O)N(C)C)c1C
6	CN(C(=O)COC(=O)COc1ccc2ccccc2c1)c1ccccc1
0	c1ccc(C2OCCN2c2ccccc2)cc1 (stereo not drawn)
6	COc1cc(C=NNc2nc3c([nH]2)c(=O)n(C)c(=O)n3C)ccc1O
5	CC1=C(C(=O)N2CCOCC2)CC(CC(=O)NC(c2ccccc2)c2ccccc2)C(=O)N1Cc1ccc(C(C)(C)C)cc1 (stereo not drawn)
7	CC1(C)C(=O)Nc2ccccc2N1C(=O)COC(=O)c1cccs1
2	CN(CC(=O)Nc1cc(C(F)(F)F)ccc1-n1cncn1)Cc1ccccc1N1CCOCC1
-14	C[C@@H]1CN([C@H](C)CO)S(=O)(=O)c2ccc(C#Cc3ccccc3)cc2O[C@@H]1CN(C)C(=O)CN(C)C
8	CCN1CCN(C(=O)C(Cc2ccccc2)NC(=O)c2ccc(Cl)c(S(=O)(=O)N(C)C)c2)CC1 (stereo not drawn)
14	COc1cccc(/C=C/C(=O)N2CCN(S(=O)(=O)c3ccccc3)CC2)c1
-22	C=CCC1CCCCC1=C(C#N)c1ccccc1 (stereo not drawn)
4	COc1ccc(OCC(=O)N2CCc3ccccc32)c([N+](=O)[O-])c1
6	CC(NC(=O)c1cccc(S(=O)(=O)N(C)c2ccccc2)c1)c1cccnc1 (stereo not drawn)
3	c1ccc(COc2ncnc3c2ncn3CCCN2CCN(c3ncccn3)CC2)cc1
?	CC1CCCCC1NC(=S)NC(=O)c1ccccc1Cl (stereo not drawn)
4	Cc1ccc(S(=O)(=O)N2CCN(C(=O)N3CCCCC3)CC2)c(C)c1
4	Cc1ccc(C(=O)CCC(=O)N2CCN(C/C=C/c3ccccc3)CC2)cc1
2	CCOC(=O)c1c(NC(=S)SC)sc(C(=O)N2CCc3ccccc3C2)c1C
0	Cc1ccc(C(=O)OCC(=O)Nc2ccc(C)c(S(=O)(=O)N3CCCCC3)c2)o1
-1	CC(C)c1nc2oc3c(NCc4ccccn4)ncnc3c2c2c1COC(C)(C)C2
-12	CC(=O)Nc1cc(=O)c2cccnc2[nH]1
10	CCCCN1C(=O)C(CC(=O)NCc2cccc3ccccc23)CC(C(=O)N(C)C)=C1C (stereo not drawn)
-7	CCN(c1ccccc1)S(=O)(=O)c1ccc(Cl)c(NC(=O)CN(C)Cc2cccc(F)c2)c1
-10	Cc1ccc(S(=O)(=O)NCCNc2ccc(Br)c(C)c2)cc1
16	CC1OC(=O)c2cc3ccccc3nc21 (stereo not drawn)
12	COC(=O)c1ccc(C)cc1
-25	O=C(CN1CCN(C(=O)c2ccccc2)CC1)NC(=O)NCCC1=CCCCC1
-4	COCCN(C(=O)COC(=O)C12CC3CC(CC(O)(C3)C1)C2)c1c(N)n(Cc2ccccc2)c(=O)[nH]c1=O
4	O=C(CCNS(=O)(=O)c1ccc(F)cc1)N1CCN(c2ncccn2)CC1
-27	CC(=O)Oc1ccc2occ(C(=O)c3ccccc3)c2c1
1	COc1ccccc1N1CCN(S(=O)(=O)CCNC(=O)c2ccco2)CC1
-18	Cc1ccc(S(=O)(=O)N(C)C)cc1NC(=O)C(C)OC(=O)c1cc[n+]([O-])cc1 (stereo not drawn)
1	CCCCN1C(=O)C(CC(=O)NCC2CCCCC2)CC(C(=O)N(CC)CC)=C1C (stereo not drawn)
?	CC(=O)N1CCN(C(=O)c2cccc(S(=O)(=O)N3c4ccccc4CC3C)c2)CC1 (stereo not drawn)
1	COc1ccccc1NC(=O)/C(C#N)=C/c1cccn1C

Next entries
RXFP1 antagonist	Molecule
3	CCOc1ccc(S(=O)(=O)/N=C(/Nc2ccc(C)c(S(=O)(=O)N3CCOCC3)c2)c2ccccc2)cc1
0	COc1ccc(S(=O)(=O)N2CCN(Cc3cc4c(cc3Br)OCCO4)CC2)cc1
-7	CC1=CC(C)(C(Cl)(Cl)Cl)C(C)=CC1=NO (stereo not drawn)
7	COc1ccc(-c2ccc(CN3C(CC(C)C)C(=O)N(Cc4cn(CC5CCCCC5)nn4)CCS3(=O)=O)cc2)cc1 (stereo not drawn)
-6	Cc1c(N=Cc2cc3c(cc2[N+](=O)[O-])OCO3)cccc1[N+](=O)[O-]
-7	CCOc1ccc(C(=O)N[C@H](C(=O)Nc2ccc(S(=O)(=O)Nc3nccs3)cc2)C(C)C)cc1
-4	CC(=NNC(=O)c1ccc(NS(=O)(=O)c2cccs2)cc1)c1ccc(OCC(N)=O)cc1
-14	O=S(=O)(CCN1CCCCC1)CCS(=O)(=O)CCN1CCCCC1
-10	CCN1CCN(C(=O)C(C)Sc2nc3nc(C)cc(C)n3n2)CC1 (stereo not drawn)
6	CCCc1c(C(=O)N/N=C(\C)c2ccccc2O)nnn1-c1nonc1N
4	O=C1C=C(N2CCCCC2)c2ccccc2C1=O
-15	O=C(CN1C(=O)c2ccccc2C1=O)NC1(C(=O)O)CCCC1
-32	NS(=O)(=O)c1cccc(NC(=O)c2cccc(S(=O)(=O)N3CCCCCC3)c2)c1
-16	Fc1ccccc1CSc1nncn1NC/C=C/c1ccccc1
16	C[C@H](CO)N1C[C@H](C)[C@@H](CN(C)S(=O)(=O)c2ccc3ccccc3c2)OCc2cnnn2CCCC1=O
-10	CCOc1cc(/C=N/NC(=O)COc2ccc(C)cc2)ccc1OC(=O)c1cccs1
-12	CSc1cc(-c2ccc(Cl)cc2)c(C(=O)NC(C)C)s1
-11	COc1oc(C(=O)NC2CCCCC2)c(-c2ccc(Cl)cc2)c1S(=O)(=O)c1ccccc1
2	CCCC#Cc1ccc2c(c1)O[C@H](CN(C)C(=O)CC1CC1)[C@H](C)CN([C@@H](C)CO)S2(=O)=O
-13	OCCNCc1cccc(-c2ccccc2)c1O

Given with tabs: entries from further up
smiles	RXFP1 antagonist
COc1ccc(S(=O)(=O)N2CCN(Cc3cc4c(cc3Br)OCCO4)CC2)cc1	0
CC1=CC(C)(C(Cl)(Cl)Cl)C(C)=CC1=NO (stereo not drawn)	-7

Next results follow:
RXFP1 antagonist	Molecule
10	COc1ccc(CCOC2OC(CO)C(OC(=O)/C=C/c3ccc(O)c(OC)c3)C(O[C@H]3O[C@@H](C)[C@H](O)[C@@H](O)[C@H]3O)C2O)cc1O (stereo partly drawn)
-4	Cc1ccc(NC(=O)NC(=O)COC(=O)c2ccc(O)cc2O)c(C)c1
3	C[C@@H]1CN([C@@H](C)CO)C(=O)CCCn2cc(nn2)CO[C@H]1CN(C)S(=O)(=O)c1ccc(C#N)cc1
?	Cc1ccc(C(=O)NNC(=O)c2ccc(S(=O)(=O)N3CCCCC3)cc2)cc1
-7	COc1ccc(OC)c(C=NNC(=O)NN=Cc2cc(OC)ccc2OC)c1
6	CCOC(=O)C1CCN(C(=O)c2ccc3c(c2)OCCO3)CC1
-12	CN(c1ccc(-c2csc(NC(=O)CCCc3nc4ccccc4c(=O)[nH]3)n2)cc1)S(C)(=O)=O
6	O=C(COC(=O)/C=C/c1ccco1)NCc1ccc(Cl)cc1Cl
-9	CC(=O)c1ccccc1NC(=O)CSc1nc2ccccc2c(=O)n1CCCN1CCOCC1
1	CN(CC(=O)Nc1ccc(Cl)c(C(F)(F)F)c1)C(=O)COc1cccc2cccnc12
-6	O=C(Nc1ccccn1)c1ccccc1
1	O=C(NCCc1ccccc1F)c1cc(COc2ccc(F)cc2F)on1
-4	COc1ccc(C(c2nnnn2CS(=O)(=O)c2ccc(C)cc2)N2CCN(Cc3ccccc3)CC2)cc1 (stereo not drawn)
-19	CCCCCCCCOc1ccccc1C(=O)Nc1ccc(C(=O)OCC[N+](C)(CC)CC)cc1
7	CC(C)(C(=O)c1ccccc1)/[N+]([O-])=C/c1ccc(Br)cc1
-9	O=C(NC(Sc1ccc(Cl)cc1)C(=O)O)c1ccccc1 (stereo not drawn)
7	CCCc1cc(=O)[nH]c(SCC(=O)Nc2c(C)n(C)n(-c3ccccc3)c2=O)n1
-5	c1ccc(-c2cn3ccccc3n2)cc1
6	O=C(CCN1CCOCC1)NNC(=O)c1ccc([N+](=O)[O-])cc1[N+](=O)[O-]
9	Cc1cc(OCCNCCO)cc(C)c1Cl
-13	COc1ccc(CCNC(=O)COC(=O)c2cc(=O)[nH]c3ccccc23)cc1
-1	Cc1ccc(C)c(NC(=O)CC2Sc3ccccc3NC2=O)c1 (stereo not drawn)
-73*	CC(C)C(Cl)=NOC(=O)Nc1ccc(S(N)(=O)=O)cc1
5	O=C(COC(=O)c1ccc2c(c1)OCCO2)NCc1ccccc1Cl
2	CC(=O)Nc1ccc(CN2CCC(N3CCC(C(=O)NC4CC4)CC3)CC2)cc1
-4	COc1ccc(NC(=O)CCCOc2ccc(C(C)=O)cc2)cc1S(=O)(=O)N1CCCCC1
-9	O=C(NCCC(=O)N1CCN(c2ccccn2)CC1)c1ccc([N+](=O)[O-])cc1
6	CC(C)[C@H](NC(=O)c1ccc(Cl)cc1)C(=O)Nc1cccc(S(=O)(=O)N2CCOCC2)c1
-8	Nc1ccn([C@@H]2O[C@H](CN=C3NS(=O)(=O)c4ccccc43)[C@@H](O)[C@H]2O)c(=O)n1
-3	C=CCOc1nc2c(c(=O)n(Cc3ccc(Cl)c(Cl)c3)c(=O)n2C)n1C
0	CCN(CC)S(=O)(=O)c1ccc(SCC(=O)c2c(N)n(C3CC3)c(=O)[nH]c2=O)nc1
6	COc1ccc(CCN2CC(C(=O)OCC(=O)NC(Cc3ccccc3)C(C)=O)CC2=O)cc1OC (stereo not drawn)
5	CCN(C(=O)COC(=O)c1cnccn1)c1cccc2ccccc12
-9	O=S(c1ccccc1)C(c1ccccc1)c1ccccc1 (stereo not drawn)
-8	C[C@@H]1CN([C@H](C)CO)C(=O)CCCn2cc(nn2)CO[C@H]1CN(C)S(C)(=O)=O
-4	O=C1CCC(C2CCc3cc(O)ccc3C2)C1 (stereo not drawn)
-2	O=C(O)c1sccc1SCc1ccc(Cl)c(Cl)c1

Screening data as filed in PubChem BioAssay.
